Screening results as filed in PubChem BioAssay.
TbREL1 inh – TbREL1 inhibition, primary screen; AID 1117264; TbREL1 RNA ligation, FRET fluorescence; inhibition, % at 9.66 µM; 89,000 tested, 0.49% active; P86926;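 active means inhibition above the mean inhibition across all screened compounds plus 3 SD, cut at about 11% in these data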;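 further: 0% = plate median of test wells and 100% = NSC42067 control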
Target sequence (P86926 whole entry, looked up): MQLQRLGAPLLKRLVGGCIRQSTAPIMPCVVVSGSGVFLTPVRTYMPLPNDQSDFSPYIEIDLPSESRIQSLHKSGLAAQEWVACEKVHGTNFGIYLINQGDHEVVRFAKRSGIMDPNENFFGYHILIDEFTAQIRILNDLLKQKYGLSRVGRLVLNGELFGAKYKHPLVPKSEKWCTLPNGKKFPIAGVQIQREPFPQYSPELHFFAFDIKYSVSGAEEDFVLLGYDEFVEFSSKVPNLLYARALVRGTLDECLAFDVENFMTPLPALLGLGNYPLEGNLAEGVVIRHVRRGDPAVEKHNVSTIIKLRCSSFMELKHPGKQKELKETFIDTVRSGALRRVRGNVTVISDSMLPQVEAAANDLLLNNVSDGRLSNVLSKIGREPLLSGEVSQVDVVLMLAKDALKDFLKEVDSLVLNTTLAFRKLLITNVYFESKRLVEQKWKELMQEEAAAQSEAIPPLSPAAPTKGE
* hit, by the source's call. A portion of the library (hit frequency here may not be typical).

nr	compound	TbREL1 inh
1	COc1ccc(S(=O)(=O)N2CCCCC2)cc1C(=O)N1CCCCCC1	3
2	Cc1cc(C)c(C(=O)CSc2nnc(N)s2)cc1C	-4
3	CCOC(=O)CC1(C)OCC(C[N+]2(C)CCCCC2)O1 (stereo not drawn)	-6
4	CCOc1cc(CNC(C)C)c(Cl)cc1OCC(=O)NCCc1ccccc1	-1
5	COC(=O)C1C(=O)C2=C(CC1C)NC(C)=C(C(=O)OCCOc1ccccc1)C2c1ccc(C)o1 (stereo not drawn)	-6
6	CCOc1cc(C(c2c(C)[nH][nH]c2=O)c2c(C)[nH][nH]c2=O)ccc1OCc1ccc([N+](=O)[O-])cc1	-6
7	C[C@H]1[C@@H](OC(=O)NC2CCCCC2)CC[C@@]23CCCN2C(=O)CCC[C@@H]13	10
8	O=C(c1cc(-c2cccs2)on1)N1CCOCC1	-1
9	CC(C)(C)c1ccc(C(=O)NC(=S)Nn2cnnc2)cc1	-2
10	O=C(O)C(Cc1ccccc1)n1cccc1 (stereo not drawn)	-1
11	CCOC(=O)c1c(C)[nH]c(C(=O)C(C)OC(=O)c2cnc(C)cn2)c1C (stereo not drawn)	-3
12	Cc1[nH]c(C)c(S(=O)(=O)N2CCN(c3cccc(Cl)c3)CC2)c1C(=O)N1CCCC1	0
13	CCOCCCNC(=O)C1CCN(S(=O)(=O)N2CCCC2)CC1	0
14	CN(/N=C/c1ccc(O)cc1O)c1ncc(C(F)(F)F)cc1Cl	-2
15	Cc1cc(C(=O)N/N=C/c2c3ccccc3cc3ccccc23)n[nH]1	6
16	CCCNC(=O)C1(C)CCCN(C(=O)C2(c3ccc(Cl)cc3)CCCC2)C1 (stereo not drawn)	-1
17	CCCCc1c(O)nc(SCC(=O)O)[nH]c1=O	-2
18	COc1ccccc1/C=C/C=N/N1CCN(Cc2ccc(Cl)cc2)CC1	-1
19	COc1cccc(C(=O)Nc2ccc(C(=O)c3ccncc3)cc2)c1	4
20	O=C(c1ccccc1NS(=O)(=O)c1cccc([N+](=O)[O-])c1)N1CCOCC1	-1
21	CCOC(=O)CSc1nnc(Cc2ccccc2)n1CC1CCCO1 (stereo not drawn)	1
22	CCOC(=O)c1ccc(S(=O)(=O)N2CCC(N3CCCCC3)CC2)cc1	-1
23	CN(Cc1ccccc1)C(=O)c1ccc(NC(=O)Cc2ccc(NC(=O)C3CCCN(C(=O)C4CCC4)C3)cc2)cc1 (stereo not drawn)	0
24	COC(=O)c1ccc(Cl)c(NC(=O)CN2CCN(Cc3ccccc3)CC2)c1	0
25	CC(=O)C(Cc1ccccc1)NC(=O)COC(=O)c1cccc(C)c1[N+](=O)[O-] (stereo not drawn)	3
26	Cc1cc(NC(=O)C2(c3ccccc3)CCCC2)no1	-2
27	CC(C)(C)c1ccc(C(=O)c2c[nH]c(C(=O)NCCCn3ccnc3)c2)cc1	-3
28	Cc1cc(C)cc(N(CCC#N)C(=O)CSc2ncnc3sccc23)c1	3
29	CN(c1ccc(C(=O)NC2CCCC2)cc1)S(=O)(=O)c1ccccc1	4
30	COc1ccc(C2=CCCCCC2)c(OC)c1OC	-1
31	CCOC(=O)c1cnc2ccc(Cl)cc2c1NCCN(C)C	-3
32	N=c1c(S(=O)(=O)c2ccccc2)cc2c(=O)n3ccccc3nc2n1Cc1ccco1	2
33	O=c1[nH]c(=S)[nH]c2c1C(c1ccc(F)cc1)OC(C1CCCCC1)C2 (stereo not drawn)	-5
34	O=C(C(c1ccccc1)c1ccccc1)N1CCN(Cc2ccccn2)CC1	4
35	CCCCN(C(=O)CNC(=O)c1cccs1)C(C(=O)NC1CCCCC1)c1cccnc1 (stereo not drawn)	-2
36	CC(=O)NC12CC3CC(C1)CC(C(=O)OCC(=O)c1ccc4c(c1)OCCO4)(C3)C2	-2
37	O=C(Nc1ccccc1[N+](=O)[O-])C1C(c2ccccc2)=C1c1ccccc1	1
38	Cc1[nH]n(-c2ccccc2)c(=O)c1/C=N/N1C(=O)c2cccc3cccc(c23)C1=O	0
39	CCOC(=O)C1CCCN(c2nc3ccccc3nc2NS(=O)(=O)c2ccc(C)cc2)C1 (stereo not drawn)	-1
40	Cc1cc(-c2nn(-c3ccccc3)cc2/C=C2\SC(N)=NC2=O)ccc1OC(C)C	-1
41	Clc1ccc(-n2c(COc3ccccc3)nnc2SCc2nc3ccccc3[nH]2)cc1	0
42	N#Cc1cc(-c2ccccc2)cnc1Sc1ccc(Cl)cc1	3
43	Cc1ccc(S(=O)(=O)/N=C2\C=C(Nc3cccc(C(=O)O)c3)C(=O)c3ccccc32)c(C)c1	1
44	COc1ccc(-c2cc(C#N)nc(Cl)n2)cc1	2
45	COc1ccccc1NC(=S)N(CCc1c(C)[nH]c2ccccc12)Cc1cccs1	-4
46	CCOc1ccc(N=Cc2c(O)cc(C)oc2=O)cc1	-2
47	Cn1c(SCC(=O)N2CCCCC2)nc2c(c1=O)SCC2	2
48	COC(=O)[C@]12C[C@H](CC(=O)N3CCN(C(=O)C4CC4)CC3)C(=O)N(CCc3ccc(OC)c(OC)c3)C1=C[C@H](COCc1ccccc1)O[C@@H]2C	-1
49	Nc1nc(SCC(=O)Nc2ccccc2Oc2ccccc2)n[nH]1	-1
50	O=S(=O)(Nc1cccc(-c2nnco2)c1)c1ccc(Cl)cc1	-3

Further entries.
nr	compound	TbREL1 inh
51	Cc1ccc(C)c(S(=O)(=O)N2CCCOC2CNC(=O)C(=O)NCCc2ccco2)c1 (stereo not drawn)	-3
52	COCCNC(=O)CSc1ncnc2sccc12	0
53	COc1ccc(OC)c(/C=N/NC(=O)CSc2cc(C)nc3c(OC)cccc23)c1	-2
54	Cc1cc(NC(=O)C(C)SCC(=O)Nc2cc(C(F)(F)F)ccc2N2CCOCC2)no1 (stereo not drawn)	0
55	C/C(=C\c1ccccc1)CN1CCN(c2ccccc2)CC1	-2
56	CN1CCN(c2cc(N3CCc4ccccc4C3)c(F)cc2[N+](=O)[O-])CC1	3
57	C#CCNC(=O)C1=C[C@@H](c2coc3ccccc3c2=O)C[C@@H](OCc2ccc(CO)cc2)O1	-4
58	O=C(NCc1ccc(F)cc1)C1CC(=O)N(Cc2ccco2)C1 (stereo not drawn)	-1
59	CC(C)CNC(=O)COC(=O)c1c2c(nc3ccccc13)/C(=C/c1cccs1)CC2	2
60	O=C(N/N=C\c1ccccc1)c1sccc1-n1cccc1	-2

Ordered by heavy-atom count (rising): three of the compounds above
nr	compound	TbREL1 inh
26	Cc1cc(NC(=O)C2(c3ccccc3)CCCC2)no1	-2
56	CN1CCN(c2cc(N3CCc4ccccc4C3)c(F)cc2[N+](=O)[O-])CC1	3
54	Cc1cc(NC(=O)C(C)SCC(=O)Nc2cc(C(F)(F)F)ccc2N2CCOCC2)no1 (stereo not drawn)	0

Continued.
nr	compound	TbREL1 inh
61	CC1CN(S(=O)(=O)c2ccccc2)C(C)N1C(=O)N1CCOCC1 (stereo not drawn)	1
62	COc1ccc(NC(=O)CSCC(=O)Nc2ccc(C)c(S(=O)(=O)N3CCCCCC3)c2)cc1	-1
63	CCN(CC(=O)NCc1ccc(Cl)cc1)C(=O)CSCC(=O)Nc1ccc(OC)cc1	-5
64	COC(=O)[C@]12CCCCC=C1N(CCc1ccc(OC)c(OC)c1)C(=O)[C@H](CC(=O)N1CCOCC1)C2	-1
65	COc1ccc(/C=N/NC(=O)c2nc(Cl)c(Cl)c(N)c2Cl)cc1COc1ccccc1F	1
66	Cc1ccc(CNC(=O)C2CCCN(Cc3cnn(-c4ccccc4)c3-n3cccc3)C2)cc1 (stereo not drawn)	-3
67	C/C(=C/CCC(C)[C@H]1CC[C@@]2(C)C3=C(CC[C@]12C)[C@@]1(C)CCC(=O)C(C)(C)[C@@H]1CC3)C(=O)O (stereo partly drawn)	0
68	O=C(CCNS(=O)(=O)c1ccc(Br)cc1)NC1CCCCC1	-2
69	FC(F)(F)c1ccc(C2[C@H]3CN(Cc4cccnc4)[C@H](c4ccccc4)C34CC2(c2ccccc2)C4)cc1 (stereo partly drawn)	2
70	CC(Sc1ccc(Cl)cc1)C(=O)Nc1ccccc1C(=O)N1CCOCC1 (stereo not drawn)	1
71	COc1cc(OC)c(C(=O)OCC(=O)c2cc(C)n(CC3CCCO3)c2C)cc1OC (stereo not drawn)	-6
72	O=C(CCN1CCN(c2ccccc2)CC1)Nc1nccs1	0
73	CCS(=O)(=O)N1CCN(c2c(Cl)cccc2[N+](=O)[O-])CC1	5
74	CCOC(=O)[C@@H]1[C@H]2COc3cc(OC)ccc3[C@@H]2N2C(=O)N(c3ccc(C)cc3)C(=O)[C@@]12C	2
75	Fc1ccc(-n2c(Cc3ccccc3)nnc2SCc2nc(-c3ccc(Cl)cc3)no2)cc1	7
76	CCOC(=O)CNC(=O)c1ccccc1	-2
77	Cc1ccc(S(=O)(=O)CCc2nc3ccccc3n2CCC#N)cc1	0
78	CCCC(C(=O)NC1CCCC1)N(C(=O)c1snc(C(N)=O)c1N)c1ccc(F)cc1 (stereo not drawn)	1
79	CCC(CO)Oc1cc(NCc2ccccc2Cl)c2ncn(C(C)C)c2c1 (stereo not drawn)	0
80	Cc1ccccc1OCC(=O)Nc1nnc(S(=O)(=O)N2CCCC2)s1	1

6 entries out of the list above, sorted by their value in TbREL1 inh, high to low.
nr	compound	TbREL1 inh
75	Fc1ccc(-n2c(Cc3ccccc3)nnc2SCc2nc(-c3ccc(Cl)cc3)no2)cc1	7
73	CCS(=O)(=O)N1CCN(c2c(Cl)cccc2[N+](=O)[O-])CC1	5
74	CCOC(=O)[C@@H]1[C@H]2COc3cc(OC)ccc3[C@@H]2N2C(=O)N(c3ccc(C)cc3)C(=O)[C@@]12C	2
78	CCCC(C(=O)NC1CCCC1)N(C(=O)c1snc(C(N)=O)c1N)c1ccc(F)cc1 (stereo not drawn)	1
72	O=C(CCN1CCN(c2ccccc2)CC1)Nc1nccs1	0
76	CCOC(=O)CNC(=O)c1ccccc1	-2

Additional results:
nr	compound	TbREL1 inh
81	O=C(CN1C(=O)CSc2ccc(S(=O)(=O)N3CCOCC3)cc21)NCc1cccnc1	1
82	O=C(Nc1ccc(Cl)cc1)N1CCN(Cc2nc3ccccc3c(=O)[nH]2)CC1	3
83	O=C(c1cc2sccc2n1Cc1ccccc1)N1CCCc2ccccc21	2
84	CCOC(=O)c1c(C)[nH]c(C)c1C(=O)CSc1nc(N)cc(=O)[nH]1	-1
85	CC(=O)OCc1c(C(F)(F)F)nn(C)c1Sc1ccccc1	-2
86	CCCCCCCC(=O)Nc1ccc(C(=O)N/N=C/c2cccc([N+](=O)[O-])c2)cc1	5
87	CC(C)(C)OC(=O)NCCc1onc(-c2cccc([N+](=O)[O-])c2)c1C(=O)O	1
88	COc1ccc(N(CC(=O)N2CCOCC2)S(C)(=O)=O)cc1	-1
89	Cc1ccc(N(CC(=O)NCCSCc2ccco2)S(=O)(=O)c2ccc(C)cc2)cc1	-1
90	COc1ccc(S(=O)(=O)N2CCN(C(=O)CCOc3ccccc3)CC2)cc1OC	-1
91	CN(C)c1ccc(C(=O)OCC(=O)N2CCCC2)cc1	2
92	CCN1C(N(C)C)=NC[C@@H]1Cc1ccccc1	6
93	Cc1ccc(S(=O)(=O)Nc2cc(C)nn2-c2ccccc2)cc1	1
94	FC(F)(F)c1ccc(-c2cccc3c2C2CC3CCN2Cc2ccc3c(c2)OCO3)cc1 (stereo not drawn)	5
95	COc1ccccc1NC(=O)CCCCCN1C(=O)c2cccc([N+](=O)[O-])c2C1=O	-1
96	O=C(O)c1cc2c(cc1NC(=O)C1CCCC1)OCCO2	3
97	COc1ccc(-c2nnc(NC(=O)CS(=O)(=O)c3ccc(F)cc3)o2)c(OC)c1	6
98	C=CCn1c(SCC(=O)Nc2ccccc2-c2ccccc2)nnc1-c1ccc(Cl)cc1	0
99	Cc1ccccc1CN1CCCCC(NC(=O)C(C)(C)C)C1=O (stereo not drawn)	-1
100	CC(NS(=O)(=O)c1ccc2c(c1)OCCCO2)C(=O)O (stereo not drawn)	3
101	CC(=O)Nc1ccc(S(=O)(=O)N(CC(=O)Nc2cc(C)on2)Cc2ccc(F)cc2)cc1	-1
102	COC(=O)c1ccc(S(=O)(=O)N2CCC(NC(=O)CCC3CCCC3)CC2)cc1	-1
103	Cc1cccc(OCC(=O)Nc2ccc(S(=O)(=O)N3CCCC3)cc2)c1	0
104	CN(C(=O)COC(=O)c1cccc(S(=O)(=O)N2CCCCCC2)c1)c1ccccc1	-1
105	CCCN(C(=O)CSc1nnnn1C)c1c(N)n(Cc2ccccc2)c(=O)[nH]c1=O	0
106	CC1(C)C/C(=N\O)C(C(O)c2cccc([N+](=O)[O-])c2)C(C)(C)N1 (stereo not drawn)	1
107	Cc1cccc(C(C(=O)NC2CCCC2)N(C(=O)c2csnn2)C2CC2)c1 (stereo not drawn)	-2
108	COc1ccc(SC[C@H](C)CN2CC[C@H](NC(=O)OCc3ccccc3)CCC2=O)cc1	-2
109	Cc1ccc(Nc2cc(C)nc3nc(C)nn23)cc1	3
110	COc1ccccc1CNC(=O)CCn1c(=O)[nH]c2ccsc2c1=O	0
111	CC1CC(=O)Nc2cc([N+](=O)[O-])ccc2N1 (stereo not drawn)	1
112	Cc1cc(C(=O)NC(Cc2ccccc2)C(=O)O)c(C)o1 (stereo not drawn)	10
113	COc1ccc(-c2nc(N/N=C(\C)c3ccc(O)cc3)c3ccccc3n2)cc1	6
114	Cn1cc(CNC(=O)/C=C/c2ccc(Cl)cc2)cn1	0
115	[N-]=[N+]=NC[C@H](Cc1ccccc1)N1CC[C@@H](NC(=O)OCc2ccccc2)CCC1=O	2
116	NC1=NC(=O)/C(=C\c2ccc(-c3ccc(Cl)cc3)o2)S1	0
117	Cc1ccc(NC(=O)CCNS(=O)(=O)c2cccc3nsnc23)cc1	1
118	NC(=O)c1ccc(Oc2ccc3c(c2)CCC3)c([N+](=O)[O-])c1	1
119	CC(NC(=O)c1ccccc1Cl)C1COc2ccccc2O1 (stereo not drawn)	-2
120	O=C(CCCn1c(=O)[nH]c2cc(Cl)ccc2c1=O)N1CCN(c2ccc([N+](=O)[O-])cc2)CC1	2
121	COc1cc(OC)cc(C(=O)NNC(=O)CN2C(=O)NC(C)(c3ccccc3)C2=O)c1 (stereo not drawn)	-4
122	COc1ccc(N(C(=O)c2ccc(F)cc2)C2=CC3CCC(C2)N3C)cc1 (stereo not drawn)	0
